Screening data as filed in PubChem.
CD40 NFkB inh – inhibitors of CD40-induced NF-kB signaling, primary screen, BL2 cells, luciferase reporter, single point; CD40L-induced, 4 h; AID 1053188, 2014; actives 0.94% (n = 83,000); inhibition, % at 10 µM;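 active = mean inhibition of at least 50% with a set share of replicates also reaching that level; inconclusive = no clear call, values can overlap the other calls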;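 note: 0% = neutral control wells and 100% = IKK inhibitor VII at 50 µM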
The depositor's hits bear a star; u = inconclusive; & = joins results of further samples; [ ] = another dose, or the depositor's remark. The list is partial. The share of hits here may be higher or lower than overall.

SMILES | CD40 NFkB inh
CCCN1C(=O)C(NC(C)=O)c2cc(OC)ccc21 (stereo not given) | 15
CN(C)CC(=O)N1[C@H](CO)[C@H](c2ccccc2-c2cccc(C(=O)N(C)C)c2)[C@@H]1C#N | -4[25 µM]
COc1ccc(CN(C)C[C@H]2Oc3c(NS(C)(=O)=O)cccc3C(=O)N([C@@H](C)CO)C[C@H]2C)cc1 | -13
CSCCC(NS(=O)(=O)c1ccc(C)c(C(=O)O)c1)C(=O)O (stereo not given) | 11
CCN1CCN(c2nc(C)c3c(n2)CCCC3=O)CC1 | 1
CC1CCN(C(=O)COC(=O)C(C)N2C(=O)c3ccccc3C2=O)CC1 (stereo not given) | 9
COc1ccc2c3c([nH]c2c1)[C@H](CO)N(C(C)=O)CC31CCN(C(=O)c2ccc3c(c2)OCO3)CC1 | -11[25 µM]
O=C(Cn1cnc2c(nnn2Cc2ccc(F)cc2)c1=O)OCc1ccccc1 | -1
C[C@H]1CN([C@@H](C)CO)C(=O)c2cccc(NC(=O)Nc3ccc(C(F)(F)F)cc3)c2O[C@H]1CN(C)S(=O)(=O)c1cn(C)cn1 | -6[25 µM]
CNC[C@@H]1Oc2ccc(NS(=O)(=O)c3ccc(OC)cc3)cc2C(=O)N([C@@H](C)CO)C[C@@H]1C | -7[25 µM]
CCS(=O)(=O)Nc1ccc2c(c1)C(=O)N(C)[C@@H]1CC[C@H](CC(=O)N[C@@H]3CCN(Cc4ccccc4)C3)O[C@H]1CO2 | 3[25 µM]
C/C=C/c1ccc([C@H]2[C@H](CO)N3C(=O)CN(C(=O)Nc4ccc(F)cc4)C[C@@H]23)cc1 | 6[25 µM]
NS(=O)(=O)c1ccc(NC(=S)NC2CC2)cc1 | 1
CCCNC(=O)N1CC2(CCN(C(=O)c3cccc(F)c3)CC2)c2c([nH]c3cc(OC)ccc23)[C@H]1CO | 3[25 µM]
c1csc(-c2nnc3ccccn23)c1 | 5
O=C(NCc1ccncc1)c1ccc(NS(=O)(=O)c2ccccc2)cc1 | 0
CCC(C)(C)C(=O)Nc1cc([N+](=O)[O-])ccc1Cl | 23
O=C(NC1CCCC1)c1ccc(CN2CCOCC2)cc1 | 7
COc1ccccc1Nc1nnc(SCC(=O)NC2CCCC2)s1 | -10
CC(C)(C)NS(=O)(=O)c1ccc(NC(=O)C2CCCCC2)cc1 | 12
N=c1c(S(=O)(=O)c2ccccc2)cc2c(=O)n3ccccc3nc2n1C1CCCCC1 | 3
Cc1ccc(NC(=O)c2cc(-c3ccccc3)nn2-c2ccccc2)cc1 | -3
CSc1ccccc1C(=O)N(CC1CCCO1)c1c(N)n(Cc2ccccc2)c(=O)[nH]c1=O (stereo not given) | 5
O=C(CN1CCN(S(=O)(=O)c2ccccc2)CC1)N1CCCCC1 | 4
COC(=O)C1CCN(CC(=O)Nc2ccc3c(c2)OCCO3)CC1 | -2
COc1ccccc1-c1ccc([C@H]2[C@@H](CO)N(C(=O)C3CCCC3)[C@H]2C#N)cc1 | -15
O=C(NCc1ccccn1)c1cccn1-c1ncc(C(F)(F)F)cc1Cl | 5
O=C(NCc1ccc2c(c1)OCO2)c1cc(-n2cnnc2)ccc1Cl | 5
O=c1[nH]n(Cc2ccccc2)c(=O)c2ccccc12 | -45
c1ccc(CCNc2ccc3c(c2)Cc2ccccc2-3)nc1 | -43
CCCn1c(SCC(=O)NC(=O)NCc2ccccc2)n[nH]c1=O | 4
Cc1nn2c(-c3ccc(Cl)cc3)nnc2s1 | 2
COC(=O)C(C(C)C)N1CCc2c(C)nc3c(C#N)cnn3c21 (stereo not given) | 4
CN(C)c1ccnc2sc3c(=O)n(Cc4ccccc4)cnc3c12 | 6
COC(=O)c1ccc(OC(=O)N2CCOCC2)cc1 | -12
Nc1c(C(=O)c2ccccc2)sc2c1c(=O)[nH]c(=O)n2-c1ccccc1 | 10
COCCNC(=S)Nc1ccc([N+](=O)[O-])cc1C | 6
O=C(c1ccc2c(c1)OCO2)N1CCN(c2ncccn2)CC1 | 2
COc1ccc(CN2CCN(C(=O)CC(C)C)CC2)c(OC)c1OC | -6
CCCNC(=O)Cn1nc(C(F)(F)F)cc1C | 10
COc1ccc(/C=C/C(=O)c2cc(Br)ccc2O)cc1OC | 17
CCOc1cc2c(cc1O)C(=NO)CC1C2CCC2(C)C(O)CCC12 (stereo not given) | -20
O=C(c1ccccc1Cc1ccccc1)N1CCN(S(=O)(=O)c2ccccc2)CC1 | 8
COc1ccccc1NC(C)=O | 10
O=C(NCc1ccccc1CN1CCCC1)c1ccc(S(=O)(=O)Nc2ccccc2)cc1 | -1
O=C(c1ccc(CS(=O)(=O)Cc2ccccc2)cc1)N1CCCCC1 | 6
COc1ccc(C(=O)NCC(c2ccc3c(c2)OCO3)N2CCN(c3ccc(OC)cc3)CC2)cc1 (stereo not given) | -21
COC(=O)C1=NN(C(=O)c2cccc(Br)c2)C(O)(c2ccc(Cl)cc2)C1 (stereo not given) | 15
CC(c1nnc(SCC(=O)N(C)C2CCS(=O)(=O)C2)n1-c1ccccc1)N(C)C (stereo not given) | -4
CS(=O)(=O)N(CC(=O)NCCSCc1ccccc1)c1ccc2c(c1)OCO2 | 4
O=C(CC1CC2CCC1C2)OCC(=O)c1c[nH]c2ccccc12 (stereo not given) | -79
CCC(=O)NC(C)c1nc2ccccc2n1C (stereo not given) | 5
COc1ccc(CCNC(=O)c2cc(S(=O)(=O)N(C)C)ccc2N2CCCC2)cc1 | 6
O=C(NC[C@H]1N[C@H](CO)[C@H]1c1ccccc1)c1ccccc1F | 6[25 µM]
Cc1nc(N2CCN(C)CC2)[nH]c(=O)c1Cc1cccc2ccccc12 | 1
C[C@@H]1CN([C@@H](C)CO)C(=O)c2c(c3ccccc3n2C)-c2ccccc2CO[C@@H]1CN(C)C(=O)c1cc(Cl)cc(Cl)c1 | u
O=C(c1cc(=O)[nH]c2ccccc12)N1CCN(c2ccccc2)CC1 | 4
CC1CCCCC1NC(=O)COc1ccc(-n2cnnn2)cc1 (stereo not given) | 3
O=C(Nc1ccccc1)N1CC(=O)N2[C@@H](CO)[C@H](c3ccc(C#CC4CCCC4)cc3)[C@@H]2C1 | 6
O=C(COC(=O)c1cc(Cl)ccc1O)NNC(=O)c1ccccc1F | 4

2 entries drawn at random from the list so far:
SMILES | CD40 NFkB inh
Cc1nc(N2CCN(C)CC2)[nH]c(=O)c1Cc1cccc2ccccc12 | 1
CC1CCCCC1NC(=O)COc1ccc(-n2cnnn2)cc1 (stereo not given) | 3

(more compounds)
SMILES | CD40 NFkB inh
COc1ccccc1S(=O)(=O)N[C@@H]1C=C[C@@H](CC(=O)N2CCOCC2)O[C@H]1CO | -5[25 µM]
COc1cc(Br)c(CC(=O)NNC(=O)c2ccc(F)cc2)cc1OC | 9
O=C(Nc1nc(-c2cccs2)c(C(=O)C(F)(F)F)s1)c1ccco1 | 8
COc1ccc(/C=C/C(=O)NCc2cnn(C)c2C)cc1COc1ccc(Br)cc1 | -1
CC(=O)N1C[C@@H]2C(c3ccc(Br)cc3)[C@H](C1)N2CC(F)(F)F (stereo not given in full) | 0&-1
O=C(C[C@H]1CC[C@H]2[C@@H](COC[C@H](O)CN2C(=O)c2cccnc2)O1)NCC1CC1 | 0[25 µM]
CCOc1ccc(S(=O)(=O)NCCC(=O)NC2CCCCC2)cc1 | 7
O=C(O)c1cc(-c2c[nH]c3ccccc23)nc2cc3ccccc3cc12 | -98
C[C@@H]1CN([C@H](C)CO)C(=O)c2c(c3ccccc3n2C)-c2ccccc2CO[C@H]1CN(C)S(=O)(=O)c1cn(C)cn1 | -13[25 µM]
CC(C)CNC(=O)C1CCCN(C(=O)NCc2ccccc2)C1 (stereo not given) | 9
O=C(Nc1cccc(S(=O)(=O)N2CCOCC2)c1)c1ccccc1[N+](=O)[O-] | 9
CC(=O)c1c(C)[nH]c(C(=O)O)c1C | 6
CCOC(=O)c1cn(CC(=O)Nc2ccc(C)cc2)nn1 | 4
O=C(COc1cccc(-n2cnnn2)c1)Nc1ccccc1 | 1
N#C[C@@H]1[C@@H](c2ccccc2-c2ccccc2F)[C@@H](CO)N1C(=O)C1CCOCC1 | 9[25 µM]
CO[C@H]1CN(C)C(=O)c2ccc(NC(=O)C3CCCC3)cc2OC[C@H](C)N(CC2CC2)C[C@H]1C | -2
COc1ccc(-c2cnc3c(NC(C)=O)cc(-c4cccc(NS(C)(=O)=O)c4)cn23)cc1OC | -4
COCC(=O)N1C[C@@H]2[C@H](c3ccccc31)[C@@H](CO)N2C(=O)c1ccncc1 | -6[25 µM]
CN(C)CC(=O)Nc1ccc2c(c1)[C@@H]1C[C@H](CC(=O)N3CCCCC3)O[C@H](CO)[C@@H]1O2 | 2[25 µM]
Cc1sc2ccccc2[n+]1CC(=O)O | -11
CCCCC(=O)Nc1cccc(C(C)O)c1 (stereo not given) | 2
O=C(COC(=O)Cc1ccccc1F)Nc1ccc2c(c1)OCCO2 | -19
COc1ccccc1CNC(=O)C[C@H]1C[C@@H]2c3cc(NC(=O)Nc4ccccc4F)ccc3O[C@@H]2[C@@H](CO)O1 | -2[25 µM]
COc1ccc2c3c(n(C)c2c1)[C@H](CO)N(C(C)=O)CC31CCN(C(=O)Nc2ccccc2F)CC1 | 12[25 µM]
Cc1ccc(CNC(=O)CNS(=O)(=O)c2ccc3nc(C)sc3c2)cc1 | 8
COc1ccccc1NC(=O)N1CC(=O)N2[C@H](CO)[C@H](c3ccc(C#CC(C)C)cc3)[C@@H]2C1 | -5[25 µM]
COc1cccc(C(=O)Nc2ccc3c(c2)C(=O)N(C)[C@H]2CC[C@@H](CC(=O)N[C@H](C)c4ccccc4)O[C@@H]2CO3)c1 | 12[25 µM]
CC1(NC(=O)c2cccc(S(=O)(=O)N3CCN(c4ccccc4)CC3)c2)CCS(=O)(=O)C1 (stereo not given) | 0
Cc1ccc(-c2nnn(CC(=O)N(CC(=O)NCc3ccccc3)c3cccc(C)c3C)n2)o1 | 10
O=S(=O)(NCc1ccccc1)c1cccc2nonc12 | 7
COc1cccc(-c2ccc([C@@H]3[C@@H](CO)N4C(=O)CN(C(=O)C5CCCC5)C[C@H]34)cc2)c1 | 11
CC1CCN(CC(C)CNC(=O)c2cc(-c3ccccn3)nc3ccccc23)CC1 (stereo not given) | 6
CCN(c1ccccc1)S(=O)(=O)c1c(C)noc1C | 4
O=C(c1cccnc1)N1C[C@H]2[C@@H](c3ccccc31)[C@@H](CO)N2C(=O)C1CCCC1 | 2[25 µM]
O=C(/C=C/NNC(=O)c1ccccc1)c1ccc([N+](=O)[O-])cc1 | -14
COc1cccc(/C=C/C(=O)c2c(O)cc(C)oc2=O)c1O | -57
CC(NC(=O)c1ccco1)C(=O)OCC(=O)c1ccc(Cl)s1 (stereo not given) | 14
Cc1ccccc1-c1ccc(C2[C@H]3CNC[C@@H]2N3S(=O)(=O)c2cn(C)cn2)cc1 (stereo not given in full) | 7&0
COc1ccc(S(=O)(=O)N(C)C)cc1NC(=O)COC(=O)c1n[nH]c2ccccc12 | 14
Cc1cccc(C(=O)OCC(=O)NC2CCCCCCC2)c1 | -22
COc1ccccc1-c1ccc2c(c1)[C@@H]1[C@@H](CCN1C(=O)c1ccncc1)[C@@H](CO)N2 | -30[25 µM]
CCCCCC(C(=O)O)C(C)CC(=O)NC1CCCCC1 (stereo not given) | 2
O=C(c1cc(-c2ccccc2Cl)nc2ccccc12)N1CCN(c2ccccc2O)CC1 | 3
O=C(CN1CCN(C(=O)c2cc(C3CC3)nn2-c2ccccc2)CC1)Nc1ccc(F)cc1 | -15
Cc1n[nH]c(C)c1S(=O)(=O)N1CCc2ccccc21 | 0
Cc1ccc(S(=O)(=O)c2nnn3c2nc(N2CCOCC2)c2ccccc23)cc1 | 10
O=C(Cc1ccccc1)NC[C@H]1N[C@H](CO)[C@@H]1c1ccc(C2=CCCC2)cc1 | -1[25 µM]
Cc1oc(-c2nc3ccccc3n2C)cc1C(=O)c1ccccc1 | 62*
CC1CCCC(C)N1C(=O)CN1CCN(c2nc(-c3ccc(F)cc3)cs2)CC1 (stereo not given) | 23
N#C[C@@H]1[C@H](c2ccccc2C2=CCCCC2)[C@H](CO)N1C(=O)c1ccccn1 | 11[25 µM]
O=C(CN1C(=O)CSc2ncccc21)NCCN1CCOCC1 | 11
CCOc1ccc(-n2c(=O)c3c(C)c(C)sc3n(CC(=O)NCc3ccco3)c2=O)cc1 | 5
O=C(Nc1cnc2ccccc2c1)N1CCOCC1 | -62
CCN(C(=O)CCN1C(=O)c2ccccc2S1(=O)=O)c1ccccc1 | 8
Cc1c(C(=O)Oc2cccc3cccnc23)cccc1[N+](=O)[O-] | 0
O=C(CN1CCSc2ccccc21)NCCCc1ccccc1 | -9

Some of the entries above in a different format.
CD40 NFkB inh	mol
-22	Cc1cccc(C(=O)OCC(=O)NC2CCCCCCC2)c1
-30[25 µM]	COc1ccccc1-c1ccc2c(c1)[C@@H]1[C@@H](CCN1C(=O)c1ccncc1)[C@@H](CO)N2
2	CCCCCC(C(=O)O)C(C)CC(=O)NC1CCCCC1 (stereo not given)
3	O=C(c1cc(-c2ccccc2Cl)nc2ccccc12)N1CCN(c2ccccc2O)CC1
-15	O=C(CN1CCN(C(=O)c2cc(C3CC3)nn2-c2ccccc2)CC1)Nc1ccc(F)cc1
0	Cc1n[nH]c(C)c1S(=O)(=O)N1CCc2ccccc21
10	Cc1ccc(S(=O)(=O)c2nnn3c2nc(N2CCOCC2)c2ccccc23)cc1
-1[25 µM]	O=C(Cc1ccccc1)NC[C@H]1N[C@H](CO)[C@@H]1c1ccc(C2=CCCC2)cc1
62*	Cc1oc(-c2nc3ccccc3n2C)cc1C(=O)c1ccccc1
23	CC1CCCC(C)N1C(=O)CN1CCN(c2nc(-c3ccc(F)cc3)cs2)CC1 (stereo not given)
11[25 µM]	N#C[C@@H]1[C@H](c2ccccc2C2=CCCCC2)[C@H](CO)N1C(=O)c1ccccn1
11	O=C(CN1C(=O)CSc2ncccc21)NCCN1CCOCC1
5	CCOc1ccc(-n2c(=O)c3c(C)c(C)sc3n(CC(=O)NCc3ccco3)c2=O)cc1
-62	O=C(Nc1cnc2ccccc2c1)N1CCOCC1
8	CCN(C(=O)CCN1C(=O)c2ccccc2S1(=O)=O)c1ccccc1
0	Cc1c(C(=O)Oc2cccc3cccnc23)cccc1[N+](=O)[O-]
-9	O=C(CN1CCSc2ccccc21)NCCCc1ccccc1
